Source: PubChem (several laboratories)
hERG rescue: compounds protecting human hERG from proarrhythmic drug block | Q12809 | CHO-hERG, FluxOR thallium flux, dofetilide IC70 present | activation (rescue from dofetilide block), less the hit threshold, % at 10 µM | actives 0.51% (n = 310,000) | AID 1511;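 active means activation above the mean of controls blocked by dofetilide plus 5 SD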;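 further: thallium influx through hERG after potassium depolarization seen as dye fluorescence rise; in these data hits start at about 4.7%; inactives centre near -7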
KCNQ1 pot: potentiators or activators of human KCNQ1 potassium channel. B-score at 10 µM. actives 0.35% (n = 310,000). CHO-K1 KCNQ1, thallium flux FluxOR fluorescence; active compounds read high. P51787;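 active means fluorescence ratio B-score, a plate-corrected score, at least three library SD, with initial intensity B-score within 5 SD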
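Test system: CHO-K1 cells stably expressing KCNQ1 / Medium: assay buffer / Also added: depolarizing K+/Tl+ stimulus, K2SO4 and Tl2SO4 each 12.5 mM in 5x stock / Incubation: 90 min dye loading and 20 min compound exposure, both at room temperature / Signal: thallium influx via FluxOR fluorescence, kinetic imaging / Evaluation: B score of baseline-normalized fluorescence ratio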
GSK3A inh: human GSK-3 alpha kinase inhibition | P49840 | ADP-Glo luminescence, 60 min | inhibition, % at 10 µM | actives 0.1% (n = 320,000);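 in the data active means inhibition above about 50%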;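 further: GST-tagged GSK-3 alpha with peptide substrate and 25 µM ATP; 0% = DMSO neutral wells and 100% = GW8510 positive control wells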
Target sequence (P49840 whole entry, looked up): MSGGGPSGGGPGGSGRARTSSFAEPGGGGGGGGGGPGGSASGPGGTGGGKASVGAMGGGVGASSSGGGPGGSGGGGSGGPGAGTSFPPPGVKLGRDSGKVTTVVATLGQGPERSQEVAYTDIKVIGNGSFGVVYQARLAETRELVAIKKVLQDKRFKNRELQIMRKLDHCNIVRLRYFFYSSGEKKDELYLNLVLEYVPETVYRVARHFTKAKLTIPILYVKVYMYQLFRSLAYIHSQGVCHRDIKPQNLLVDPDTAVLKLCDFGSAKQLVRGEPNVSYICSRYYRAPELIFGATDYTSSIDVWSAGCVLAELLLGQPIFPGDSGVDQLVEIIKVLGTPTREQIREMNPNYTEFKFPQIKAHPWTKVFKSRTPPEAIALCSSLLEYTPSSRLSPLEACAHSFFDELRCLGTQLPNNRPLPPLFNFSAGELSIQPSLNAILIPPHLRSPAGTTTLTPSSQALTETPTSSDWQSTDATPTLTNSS
DYRK1A inh: blocks rat Dyrk1A kinase activity. Q63470. ADP-Glo luminescence, NFATc1 peptide. inhibition, % at 12.5 µM. actives 0.43% (n = 310,000); in the data active means inhibition above about 50%;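 further: plate controls were vehicle with enzyme for no effect and no enzyme for full effect; many of its hits are not listed in these tables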
KCNK3 inh: human KCNK3 channel inhibition, primary screen; actives 0.84% (n = 340,000); O14649; CHO-KCNK3 thallium flux, FluxOR fluorescence; active compounds read low; B-score at 10 µM;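 active means B-score under library mean minus 4 SD, starting fluorescence ratio at most library mean plus 5 SD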;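 further: more negative B-score means stronger inhibition of thallium flux through KCNK3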
KCNK9 block: blocks the human KCNK9 two-pore domain potassium channel | Q9NPC2 | AID 488922 | actives 1.2% (n = 310,000) | B-score at 10 µM | HEK293 KCNK9, FluxOR thallium flux fluorescence; active compounds read low;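 active means ratio B-score over 3 SD below the library mean, with starting fluorescence within 5 SD of its mean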;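 further: negative B-score means less thallium flux so channel inhibition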
KCNQ1 inh: inhibitors of human KCNQ1 potassium channel; P51787; CHO-K1 KCNQ1, FluxOR thallium flux fluorescence; active compounds read high; B-score at 10 µM; actives 1.3% (n = 310,000); AID 2642;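 active means compounds whose thallium flux B-score, printed positive for inhibition, exceeds three library SD while starting fluorescence stays within three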;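 further: channel opened by potassium depolarization with thallium stimulus after 20 min compound exposure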
GSK3beta inhib: human GSK3beta kinase inhibition | P49841 | GST-GSK3beta kinase, ADP-Glo luminescence, 60 min; active compounds read low | actives 0.038% (n = 300,000) | activity score (negative = inhibition), % at 10 µM | AID 2097;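 active means more than half of replicate wells score below -50%, meaning over 50% inhibition versus plate controls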;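 further: 0% = median DMSO wells and -100% = median GW8510 positive control wells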
Target sequence (P49841 whole entry, looked up): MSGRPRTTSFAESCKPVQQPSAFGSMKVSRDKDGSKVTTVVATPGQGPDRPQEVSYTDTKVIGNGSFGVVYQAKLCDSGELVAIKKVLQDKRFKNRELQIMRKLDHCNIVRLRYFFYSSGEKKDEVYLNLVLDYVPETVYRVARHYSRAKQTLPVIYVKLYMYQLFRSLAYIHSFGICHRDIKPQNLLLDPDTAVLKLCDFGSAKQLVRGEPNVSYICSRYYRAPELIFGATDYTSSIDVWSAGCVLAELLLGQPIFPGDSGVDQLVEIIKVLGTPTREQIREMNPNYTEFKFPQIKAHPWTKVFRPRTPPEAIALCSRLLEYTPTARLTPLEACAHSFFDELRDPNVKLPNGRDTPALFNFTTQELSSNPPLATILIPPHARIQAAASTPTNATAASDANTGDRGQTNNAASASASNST
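test system = GST-tagged human GSK3beta kinase, cell-free | reagent = 25 µM ATP with peptide substrate | dosing = one dose of 10 µM per compound | schedule = 60 min reaction, RT | detection = luminescent ADP-Glo measurement of ADP formed | control set = DMSO neutral wells and GW8510 at 20 µM as positive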
PolyA inhibitor: inhibitors of polyadenylation in S. cerevisiae. S. cerevisiae SKY197-pL101 polyadenylation reporter, beta-gal luminescence; efflux-impaired pdr1/pdr3 knockout yeast; score 100 = 6 SD above DMSO. calls only at 12 µM. actives 0.02% (n = 300,000);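 active means lowest replicate activity score at least 50, where 100 means six control SD above control mean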;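 further: yeast exposed to compound for 9 h at 30 °C; higher score means more reporter readthrough which indicates perturbed polyadenylation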
RGS4 act: potentiators or activators of RGS4. HEK293 M3R/inducible RGS4, carbachol calcium flux Fluo4; active compounds read low. B-score at 10 µM. actives 0.92% (n = 310,000). AID 463111;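 active means B-score of the integrated calcium signal more than 4 SD below the library mean, with starting fluorescence not abnormally high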;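 further: negative B-score means reduced calcium response which marks RGS4 activation or potentiation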
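Test system: HEK293 cells with stable M3R and inducible RGS4; also added: carbachol at ECmax as muscarinic agonist stimulus; schedule: dye loading 30 min 37 °C, buffer rest 30 min RT; technique: kinetic calcium fluorescence imaging with Fluo4-AM dye, 2 µM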
RGS4 block: inhibitors of human RGS4; P49798; HEK293 M3R/RGS4 inducible, Fluo-4 calcium flux; active compounds read high; triggered by carbachol at its EC20; B-score at 10 µM; actives 0.45% (n = 310,000);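 active means B-score, a plate-corrected calcium signal, over three deviations above library mean, with baseline fluorescence within five deviations of library mean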;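 further: RGS4 expression induced by doxycycline in cells with stable M3 receptor; B-score is computed from the integrated fluorescence ratio over baseline after carbachol; higher B-score means a larger calcium signal and so more RGS4 inhibition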
Target sequence (P49798 whole entry, looked up): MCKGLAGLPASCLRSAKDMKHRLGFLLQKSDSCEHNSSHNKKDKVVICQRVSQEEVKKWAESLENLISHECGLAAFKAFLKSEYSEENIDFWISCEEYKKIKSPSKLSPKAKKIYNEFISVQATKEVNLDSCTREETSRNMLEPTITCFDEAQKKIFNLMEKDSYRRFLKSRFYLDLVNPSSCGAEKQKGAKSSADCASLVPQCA
* hit, by the source's call. These rows are one share of the data; rates above refer to the full screens.

C=CCc1ccccc1OCCn1ccnc1 was read as hERG rescue -5.6, KCNQ1 pot inactive, GSK3A inh -0.2, DYRK1A inh 1.2, KCNK3 inh inactive, KCNK9 block inactive, KCNQ1 inh inactive, GSK3beta inhib -3.0, PolyA inhibitor inactive, RGS4 act inactive and RGS4 block inactive.
`Cc1cn(CCC(=O)Nc2ccccc2N2CCOCC2)c2ccccc12` gave hERG rescue -4.6, KCNQ1 pot inactive, GSK3A inh -1.7, KCNK3 inh inactive, KCNK9 block inactive, KCNQ1 inh inactive, GSK3beta inhib 0.8, PolyA inhibitor inactive, RGS4 act inactive and RGS4 block inactive.
Cc1ccc(NC(=O)C(=O)NCc2ccc(/C=C(/C#N)C(=O)NCc3cccnc3)o2)cc1 was read as hERG rescue -7.8, KCNQ1 pot inactive, GSK3A inh -2.0, DYRK1A inh -3.7, KCNK3 inh inactive, KCNK9 block inactive, KCNQ1 inh inactive, GSK3beta inhib -0.2, PolyA inhibitor inactive, RGS4 act inactive and RGS4 block inactive.
Screening Cc1nc(CCNC(=O)CC2C(=O)NCCN2Cc2ccccc2F)sc1C (stereo not drawn) returned hERG rescue -9.5, KCNQ1 pot inactive, GSK3A inh -2.6, DYRK1A inh 10.2, KCNK3 inh inactive, KCNK9 block inactive, KCNQ1 inh inactive, GSK3beta inhib 0.4, PolyA inhibitor inactive, RGS4 act inactive and RGS4 block inactive.
O=C(CN1CCCc2ccccc21)N1CCc2ccccc21 was read as hERG rescue -12.1, KCNQ1 pot inactive, GSK3A inh -2.7, DYRK1A inh 2.7, KCNK3 inh inactive, KCNK9 block inactive, KCNQ1 inh inactive, GSK3beta inhib 1.4, PolyA inhibitor inactive, RGS4 act inactive and RGS4 block inactive.
Screening CCOC(=O)Cc1cnc(NC(=O)CSc2nc(C)cc(C)n2)s1 returned hERG rescue -17.0, KCNQ1 pot inactive, GSK3A inh 1.6, DYRK1A inh -1.0, KCNK3 inh inactive, KCNK9 block inactive, KCNQ1 inh inactive, GSK3beta inhib 0.6, PolyA inhibitor inactive, RGS4 act inactive and RGS4 block inactive.
CCCCNC(=O)c1nc2ncc(Br)cn2n1 was read as hERG rescue -8.7, KCNQ1 pot inactive, GSK3A inh -2.6, DYRK1A inh -1.1, KCNK3 inh inactive, KCNK9 block inactive, KCNQ1 inh inactive, GSK3beta inhib 4.4, PolyA inhibitor inactive, RGS4 act inactive and RGS4 block inactive.
For Cc1cc(NC(=O)CC#N)n(-c2ccccc2)n1 the results were hERG rescue -14.7, KCNQ1 pot inactive, GSK3A inh 2.2, DYRK1A inh 2.4, KCNK3 inh inactive, KCNK9 block inactive, KCNQ1 inh inactive, GSK3beta inhib -2.6, PolyA inhibitor inactive, RGS4 act inactive and RGS4 block inactive.
Screening CC(Oc1ccccc1Cl)C(=O)/C=C/N(C)C (stereo not drawn) returned hERG rescue -5.4, KCNQ1 pot inactive, GSK3A inh -3.7, DYRK1A inh -7.9, KCNK3 inh inactive, KCNK9 block inactive, KCNQ1 inh inactive, GSK3beta inhib 1.3, PolyA inhibitor inactive, RGS4 act inactive and RGS4 block inactive.
`CCNc1nc(NCC)nc(SCCOc2ccc(C)cc2)n1` gave hERG rescue -4.4, KCNQ1 pot inactive, GSK3A inh -16.7, KCNK3 inh inactive, KCNK9 block inactive, KCNQ1 inh inactive, GSK3beta inhib -0.6, PolyA inhibitor inactive, RGS4 act inactive and RGS4 block inactive.
Screening Cc1ccccc1CN1CCC(C(=O)Nc2ccc(Oc3cccnc3)cc2)CC1 returned hERG rescue -8.2, KCNQ1 pot inactive, GSK3A inh -1.7, DYRK1A inh -4.3, KCNK3 inh inactive, KCNK9 block inactive, KCNQ1 inh inactive, GSK3beta inhib -2.4, PolyA inhibitor inactive, RGS4 act inactive and RGS4 block inactive.
CCOC(=O)Cn1nnc(-c2ccc(OCC(C)C)cc2)n1 was read as hERG rescue -8.1, KCNQ1 pot inactive, GSK3A inh -2.9, DYRK1A inh -1.3, KCNK3 inh inactive, KCNK9 block inactive, KCNQ1 inh inactive, GSK3beta inhib 4.5, PolyA inhibitor inactive, RGS4 act inactive and RGS4 block inactive.
For O=C(CN1C(=O)CC(c2ccccc2)=Nc2ccccc21)NC1CCCCC1 the results were hERG rescue -4.1, KCNQ1 pot inactive, GSK3A inh 0.1, DYRK1A inh -8.3, KCNK3 inh inactive, KCNK9 block inactive, KCNQ1 inh inactive, GSK3beta inhib -0.1, PolyA inhibitor inactive, RGS4 act inactive and RGS4 block inactive.
`Cc1cccc(NS(=O)(=O)c2ccc(C(=O)NCCCN3CCCC3=O)cc2)c1C` gave hERG rescue -16.3, KCNQ1 pot inactive, GSK3A inh -4.0, DYRK1A inh 6.3, KCNK3 inh inactive, KCNK9 block inactive, KCNQ1 inh inactive, GSK3beta inhib 0.9, PolyA inhibitor inactive, RGS4 act inactive and RGS4 block inactive.
O=C(CCCCCNc1nc(=S)[nH]c2ccccc12)NCc1ccccc1Cl was read as hERG rescue -13.6, KCNQ1 pot inactive, GSK3A inh -3.0, KCNK9 block inactive, KCNQ1 inh inactive, GSK3beta inhib 2.5, RGS4 act inactive and RGS4 block inactive.
`Cc1cccc(NC(=O)CSc2nc(C3CC3)nc3ccccc23)c1` gave hERG rescue -3.7, KCNQ1 pot inactive, GSK3A inh -0.9, DYRK1A inh -5.9, KCNK3 inh inactive, KCNK9 block inactive, KCNQ1 inh inactive, GSK3beta inhib 1.0, PolyA inhibitor inactive, RGS4 act inactive and RGS4 block inactive.
Screening O=[N+]([O-])c1ccc(P(=O)(Cc2ccccc2)c2ccccc2O)cc1 (stereo not drawn) returned hERG rescue -9.6, KCNQ1 pot inactive, GSK3A inh -2.2, DYRK1A inh -1.9, KCNK3 inh inactive, KCNK9 block inactive, KCNQ1 inh inactive, GSK3beta inhib 1.2, PolyA inhibitor inactive, RGS4 act inactive and RGS4 block inactive.
`COc1cc(CC(=O)NCCc2ccc(S(N)(=O)=O)cc2)cc(OC)c1OC` gave hERG rescue -9.6, KCNQ1 pot inactive, DYRK1A inh -0.1, KCNK3 inh inactive, KCNK9 block inactive, KCNQ1 inh inactive, GSK3beta inhib 2.0, PolyA inhibitor inactive, RGS4 act inactive and RGS4 block inactive.
For O=c1c(Cc2ccccc2)c(O)ccn1Cc1ccc2c(c1)OCO2 the results were hERG rescue -10.8, KCNQ1 pot inactive, GSK3A inh -1.3, DYRK1A inh 5.8, KCNK3 inh inactive, KCNK9 block inactive, KCNQ1 inh inactive, GSK3beta inhib 3.2, PolyA inhibitor inactive, RGS4 act inactive and RGS4 block inactive.
For C=CCOC(=O)C1=C(C)NC(=O)NC1c1ccc(N(C)C)cc1 (stereo not drawn) the results were hERG rescue -0.7, KCNQ1 pot inactive, GSK3A inh -1.9, KCNK3 inh inactive, KCNK9 block inactive, KCNQ1 inh inactive, GSK3beta inhib 1.4, PolyA inhibitor inactive, RGS4 act inactive and RGS4 block inactive.
Screening Cc1ccc(C)c(NC(=O)C(=O)NCc2ccccn2)c1 returned hERG rescue -13.4, KCNQ1 pot inactive, GSK3A inh 0.5, DYRK1A inh 2.1, KCNK3 inh inactive, KCNK9 block inactive, KCNQ1 inh inactive, GSK3beta inhib 2.0, PolyA inhibitor inactive, RGS4 act inactive and RGS4 block inactive.
Screening Cc1onc(-c2ccccc2)c1-c1ccnc(N)n1 returned hERG rescue -6.6, KCNQ1 pot inactive, GSK3A inh -4.4, DYRK1A inh 23.1, KCNK3 inh inactive, KCNK9 block inactive, KCNQ1 inh inactive, GSK3beta inhib 0.1, PolyA inhibitor inactive, RGS4 act inactive and RGS4 block inactive.
`Cc1ccc(S(=O)(=O)Nc2ccccc2C(=O)Nc2sccc2C(=O)NN(C)C)cc1` gave hERG rescue -11.5, KCNQ1 pot inactive, GSK3A inh -1.4, DYRK1A inh -0.9, KCNK3 inh inactive, KCNK9 block inactive, KCNQ1 inh inactive, GSK3beta inhib 3.9, PolyA inhibitor inactive, RGS4 act inactive and RGS4 block inactive.
Screening O=C(NC(=S)Nc1ccccc1N1CCN(C(=O)c2ccccc2)CC1)c1ccccc1F returned hERG rescue -13.6, KCNQ1 pot inactive, GSK3A inh -1.1, DYRK1A inh 2.1, KCNK3 inh inactive, KCNK9 block inactive, KCNQ1 inh 10*, GSK3beta inhib 1.3, PolyA inhibitor inactive, RGS4 act -7.98* and RGS4 block inactive.
Screening O=C(O)CCN1CC2([N+](=O)[O-])CC=C(OCCO)C([N+](=O)[O-])(C1)C2 (stereo not drawn) returned hERG rescue -5.6, KCNQ1 pot inactive, GSK3A inh -3.0, DYRK1A inh 4.0, KCNK3 inh inactive, KCNK9 block inactive, KCNQ1 inh inactive, GSK3beta inhib 4.3, PolyA inhibitor inactive, RGS4 act inactive and RGS4 block inactive.
For COCCNC(=O)c1ccc(N2CC3CC(C2)c2cccc(=O)n2C3)c(NC(=O)c2cc(OC)cc(OC)c2)c1 (stereo not drawn) the results were hERG rescue -5.4, KCNQ1 pot inactive, GSK3A inh -1.6, DYRK1A inh -0.4, KCNK3 inh inactive, KCNK9 block inactive, KCNQ1 inh inactive, GSK3beta inhib 0.5, PolyA inhibitor inactive, RGS4 act inactive and RGS4 block inactive.
`COc1ccc(C2=Nn3c(nnc3-c3cccnc3)SC2)cc1` gave hERG rescue -14.0, KCNQ1 pot inactive, DYRK1A inh 13.4, KCNK3 inh inactive, KCNK9 block inactive, KCNQ1 inh inactive, GSK3beta inhib -1.5, PolyA inhibitor inactive, RGS4 act inactive and RGS4 block inactive.
`O=C(O)C(Cc1ccccc1)N1C(=O)c2cccc3cccc(c23)C1=O` (stereo not drawn) gave hERG rescue -2.0, KCNQ1 pot inactive, GSK3A inh -4.8, DYRK1A inh 0.5, KCNK3 inh inactive, KCNK9 block inactive, KCNQ1 inh inactive, GSK3beta inhib 3.3, PolyA inhibitor inactive, RGS4 act inactive and RGS4 block inactive.
`Cc1ccc(S(=O)(=O)NCC(C)n2nc(C)cc2C)cc1` (stereo not drawn) gave hERG rescue 0.6, KCNQ1 pot inactive, GSK3A inh -1.6, DYRK1A inh 23.2, KCNK3 inh inactive, KCNK9 block inactive, KCNQ1 inh inactive, GSK3beta inhib 1.0, PolyA inhibitor inactive, RGS4 act inactive and RGS4 block inactive.
